Screens from PubChem.
UHRF1 MBD2 ctr: UHRF1 methyl-DNA binding inhibition; 370,000 tested, 0.75% active; UHRF1 binding to methylated oligo, TR-FRET; inhibition, % at 4.4 µM; Q96T88; in the data active = inhibition above about 21%;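 note: UHRF1 SRA domain binding a hemimethylated CpG hairpin DNA probe; 0% = median of test compound wells and 100% = reference inhibitor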
Target sequence (Q96T88 whole entry, looked up, the tested form may be a part): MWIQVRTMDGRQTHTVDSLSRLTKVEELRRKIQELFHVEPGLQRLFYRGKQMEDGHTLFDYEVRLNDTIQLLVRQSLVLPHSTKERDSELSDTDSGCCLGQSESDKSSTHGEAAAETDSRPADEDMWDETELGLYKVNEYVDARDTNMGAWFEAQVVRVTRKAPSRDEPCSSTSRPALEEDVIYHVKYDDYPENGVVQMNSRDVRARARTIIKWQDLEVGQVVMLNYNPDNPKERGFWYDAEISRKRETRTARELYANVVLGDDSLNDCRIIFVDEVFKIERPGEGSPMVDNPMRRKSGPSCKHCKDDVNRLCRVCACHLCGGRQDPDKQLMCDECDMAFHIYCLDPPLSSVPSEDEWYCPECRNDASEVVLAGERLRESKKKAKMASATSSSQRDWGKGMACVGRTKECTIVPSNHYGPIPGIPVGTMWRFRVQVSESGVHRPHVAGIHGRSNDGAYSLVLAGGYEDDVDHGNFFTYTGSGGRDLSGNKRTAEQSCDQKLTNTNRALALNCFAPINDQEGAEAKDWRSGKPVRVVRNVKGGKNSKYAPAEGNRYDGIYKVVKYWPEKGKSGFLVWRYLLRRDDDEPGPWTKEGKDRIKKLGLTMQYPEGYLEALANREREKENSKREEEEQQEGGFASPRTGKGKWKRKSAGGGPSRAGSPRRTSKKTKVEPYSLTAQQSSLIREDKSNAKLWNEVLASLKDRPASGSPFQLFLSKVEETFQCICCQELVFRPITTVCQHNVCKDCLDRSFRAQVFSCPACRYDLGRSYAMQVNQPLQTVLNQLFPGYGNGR
TDP2 inh: TDP2 (human) inhibition, absorbance primary screen; 370,000 tested, 0.34% active; inhibition, % at 12.8 µM; O95551; recombinant TDP2, T5PNP hydrolysis, p-nitrophenol absorbance 415 nm; AID 720702;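 active = inhibition above the mean of all tested compounds plus 3 SD, set per campaign, cut at about 25% in these data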;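 note: 0% = DMSO with enzyme and 100% = buffer with substrate but no TDP2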
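test system = human TDP2 enzyme | input = TDP2 enzyme at 120 nM final | medium = 50 mM Tris-HCl pH 7.5 with Mg2+, KCl, DTT, BSA | also added = T5PNP substrate, 5 mM | times = 2 h at 37 °C | technique = epi absorbance | benchmarks = high control without enzyme, low control DMSO plus TDP2 | replication = each compound tested once, singlicate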
SIAE inh: inhibitors of human sialic acid acetylesterase SIAE. inhibition, % at 9.66 µM. Q9HAT2. 370,000 tested, 0.69% active. SIAE FP-Rh probe binding, fluorescence polarization;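 active = inhibition above a cutoff: mean of compounds within the control limits plus 3 SD of those, cut at about 17% in these data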;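 note: 0% = plate median of compound wells and 100% = probe without SIAE protein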
HTRA1 inh: blocks human HTRA1 serine peptidase. Q92743. recombinant HTRA1, FP-rhodamine activity-based probe, fluorescence polarization. inhibition, % at 5.96 µM. 340,000 tested, 0.5% active. AID 504803; in the data active = inhibition above about 36%;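 note: 0% = enzyme with DMSO and 100% = wells lacking enzyme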
DDE Tn7 FP inh: DD(E)-Tn7 binding inhibition, primary FP screen; 370,000 tested, 0.13% active; AID 720508; inhibition, % at 8.3 µM; FP displacement of FITC-Tn7 peptide from fibrin DD(E); 0% = median of compound wells per plate;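 active = inhibition above the mean of compounds falling within the control limits plus 3 SD of them, cut at about 14% in these data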;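 note: 0% = plate median of compound wells and 100% = 10 µM Aha-Tn7 peptide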
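Measure: % inhibition scaled between sample-field median and high-control FP; Test system: human fibrin DD(E); Quantity: 2 µM final DD(E) protein; Doses: one dose, 8.3 µM nominal; Schedule: compound with protein 10 min, then 3 h after probe, room temperature; Detection: fluorescence polarization; Medium: Tris buffer with calcium and detergent, pH 7.8.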
PRMT1 inh: blocks human protein arginine methyltransferase 1; Q99873; recombinant PRMT1, activity-based probe fluorescence polarization; inhibition, % at 2.79 µM; 370,000 tested, 1.3% active; AID 652257;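 active = inhibition above about 21% made by adding two undisclosed values, limit read from the data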
mABHD4 FP: inhibitors of mouse ABHD4 | Q8VD66 | purified mABHD4, FP-Rh probe fluorescence polarization | 370,000 tested, 0.54% active | inhibition, % at 8.92 µM;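 active = inhibition exceeding the mean over every tested compound plus 3 SD, cut at about 30% in these data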;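 note: 0% = plate median of compound wells and 100% = S159A mutant with DMSO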
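Test system: mABHD4 protein | Buffer or medium: HEPES pH 7.0 buffer, 150 mM NaCl, 0.01% Pluronic F-127 | Probe or stimulus: FP-Rh fluorescent activity-based probe, added after compound pre-incubation | Timing: Pre-incubation 45 min, probe exposure 60 min, at 25 °C | Technique: Fluorescence polarization, excitation 525 nm, emission 598 nm, BODIPY TMR filters | Repeats: Single well per compound (singlicate)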
LEDGF integ inh: blocks HIV-1 LEDGF/p75-dependent DNA integration | AID 743269 | 370,000 tested, 0.64% active | TR-FRET IN-LEDGF/p75 DNA integration, Eu/Cy5 | inhibition, % at 3.7 µM;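 active = inhibition above the screen-wide mean plus 3 SD, cut at about 13% in these data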;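 note: signal is the Cy5 over europium emission ratio at 671 and 618 nm; 0% = plate median of compound wells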
TCR CD3 inh: inhibitors of human TCR-CD3 interaction; 360,000 tested, 0.37% active; AID 651800; inhibition, % at 9.4 µM; TAMRA-labeled TCR probe fluorescence, biochemical; in the data active = inhibition above about 19%;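 note: recombinant mutant TCR 2C K166C tagged with TAMRA read by polarization; 0% = receptor in buffer alone and 100% = receptor with positive control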
PG9 binder: PG9 antibody binding by small molecule; inhibition, % at 6.7 µM; AID 624416; TR-FRET gp120-PG9 antibody binding; 360,000 tested, 0.43% active; in the data active = inhibition above about 8.5%
* = called active by the depositor; & = joins results of further samples. Compounds were not picked by outcome. About 4.2% of those tested had a hit in this group.

For COc1cc(CNc2ccc3c(c2)CCC3)cc(OC)c1O the results were UHRF1 MBD2 ctr -1, TDP2 inh 3, SIAE inh 10, HTRA1 inh 0, DDE Tn7 FP inh -6, PRMT1 inh 15, mABHD4 FP 15, LEDGF integ inh 2, TCR CD3 inh 6 and PG9 binder -3.0.
For COc1cc2c(c(OC)c1OC)C1(CCCCC1)CC2NS(=O)(=O)C(C)C (centres undefined) the results were UHRF1 MBD2 ctr 0, TDP2 inh -9, SIAE inh 5, DDE Tn7 FP inh -11, PRMT1 inh 0, mABHD4 FP 0, LEDGF integ inh 2, TCR CD3 inh 5 and PG9 binder -0.7.
`COc1ccc(/C=N/OCC(=O)Nc2cc(C)on2)cc1OC` gave UHRF1 MBD2 ctr 11, TDP2 inh 18, SIAE inh 3, HTRA1 inh 3, DDE Tn7 FP inh 2, PRMT1 inh 2, mABHD4 FP 10, LEDGF integ inh 0, TCR CD3 inh 6 and PG9 binder -1.6.
`CCCCc1oc2c(c(=O)c1C)C(=O)CC(c1ccccc1)C2` (centres undefined) gave UHRF1 MBD2 ctr 0, TDP2 inh -1, SIAE inh -2, HTRA1 inh 3, DDE Tn7 FP inh -2, PRMT1 inh 1, mABHD4 FP -2, LEDGF integ inh -3, TCR CD3 inh 2 and PG9 binder -2.0.
Screening CCCn1ncc(CN2CCC(C(=O)Nc3cccc(-c4cccc(F)c4)c3)CC2)c1C returned UHRF1 MBD2 ctr 2, TDP2 inh -1, SIAE inh 1, HTRA1 inh -3, DDE Tn7 FP inh 7, PRMT1 inh -4, mABHD4 FP 12, LEDGF integ inh -1, TCR CD3 inh 9 and PG9 binder -0.4.
Screening CCCCc1cc(=O)oc2c(CN3CCCC3)c(O)ccc12 returned UHRF1 MBD2 ctr 1, TDP2 inh -10, SIAE inh 3, HTRA1 inh 0, DDE Tn7 FP inh 4, PRMT1 inh 1, mABHD4 FP 0, LEDGF integ inh -5, TCR CD3 inh 3 and PG9 binder 4.3.
For Cc1ccc(NC(=O)COC(=O)CC2CCCC2)cc1F the results were UHRF1 MBD2 ctr 0, TDP2 inh 6, SIAE inh -1, HTRA1 inh -10, DDE Tn7 FP inh 4, PRMT1 inh 2, mABHD4 FP -6, LEDGF integ inh -1, TCR CD3 inh -1 and PG9 binder 0.5.
Screening COc1ccc(/C=N/NC(=O)c2nc(-c3ccccc3)n(-c3ccccc3)n2)c(O)c1 returned UHRF1 MBD2 ctr -2, TDP2 inh 2, SIAE inh 6, HTRA1 inh 8, DDE Tn7 FP inh 4, PRMT1 inh -1, mABHD4 FP 3, LEDGF integ inh -5, TCR CD3 inh 4 and PG9 binder -0.8.
COc1ccc(N2C(=O)CC(N3CCC(C(N)=O)CC3)C2=O)cc1 (centres undefined) was read as UHRF1 MBD2 ctr 6, TDP2 inh 7, SIAE inh -1, HTRA1 inh -3, DDE Tn7 FP inh 3, PRMT1 inh 62*, mABHD4 FP 4, LEDGF integ inh 0, TCR CD3 inh 0 and PG9 binder 2.3.
For Fc1cccc(Cc2c(-c3ccco3)nc3c(Cl)cc(C(F)(F)F)cn23)c1 the results were UHRF1 MBD2 ctr 18, TDP2 inh 1, SIAE inh -3, DDE Tn7 FP inh 6, PRMT1 inh 38*, mABHD4 FP 3, LEDGF integ inh 0, TCR CD3 inh -1 and PG9 binder -0.1.
For CCOC(=O)C(CNc1ccc(O)cc1)NC(=O)c1ccccc1 (centres undefined) the results were UHRF1 MBD2 ctr 3, TDP2 inh 13, SIAE inh 91*, DDE Tn7 FP inh 1, PRMT1 inh 21, mABHD4 FP 84*, LEDGF integ inh 6, TCR CD3 inh 65* and PG9 binder -2.4.
Screening COc1ccc(N(C(=O)c2snc(C(N)=O)c2N)C(C(=O)NCc2ccccc2)c2ccc(O)cc2)cc1 (centres undefined) returned UHRF1 MBD2 ctr -1, TDP2 inh -3, SIAE inh -7, HTRA1 inh -11, DDE Tn7 FP inh 5, PRMT1 inh 3, mABHD4 FP -9, LEDGF integ inh -6, TCR CD3 inh -9 and PG9 binder -1.2.
`Brc1cc2c(cc1C1OCCCO1)OCO2` gave UHRF1 MBD2 ctr 1, TDP2 inh 4, SIAE inh 4, HTRA1 inh 8, DDE Tn7 FP inh 0, PRMT1 inh 5, mABHD4 FP 3, LEDGF integ inh 2, TCR CD3 inh 0 and PG9 binder 0.9.
For CNC(=O)Nc1cccc(C(F)(F)F)c1 the results were UHRF1 MBD2 ctr 1, TDP2 inh -5, SIAE inh 4, HTRA1 inh 5, DDE Tn7 FP inh 3, PRMT1 inh 3, mABHD4 FP -6, LEDGF integ inh -5, TCR CD3 inh -3 and PG9 binder 2.5.
`O=C(CN1C(=O)NC2(CCCC2)C1=O)OCc1c(F)cccc1Cl` gave UHRF1 MBD2 ctr 0, TDP2 inh -1, SIAE inh 5, HTRA1 inh 3, DDE Tn7 FP inh 3, PRMT1 inh 2, mABHD4 FP -1, LEDGF integ inh -5, TCR CD3 inh -14 and PG9 binder 0.9.
COc1ccc(/C=N\NS(=O)(=O)c2ccc(Cl)cc2)cc1COc1ccccc1[N+](=O)[O-] was read as UHRF1 MBD2 ctr 10, TDP2 inh -2, SIAE inh -7, HTRA1 inh -9, DDE Tn7 FP inh 1, PRMT1 inh 1, mABHD4 FP -5, LEDGF integ inh -2, TCR CD3 inh 1 and PG9 binder -2.4.
For COc1ccc(C2=NN(C(=O)CSc3nnc(-c4ccccc4F)o3)C(c3ccco3)C2)cc1 (centres undefined) the results were UHRF1 MBD2 ctr 0, TDP2 inh -17, SIAE inh -13, HTRA1 inh -7, DDE Tn7 FP inh 2, PRMT1 inh 2, mABHD4 FP -16, LEDGF integ inh 7, TCR CD3 inh 6 and PG9 binder -2.3.
CN1CCc2c(c3ccccc3n2Cc2ccccc2)C1 was read as UHRF1 MBD2 ctr 3&-1, TDP2 inh -4&7, SIAE inh 7&6, HTRA1 inh -3&-1, DDE Tn7 FP inh 5&6, PRMT1 inh -2&5, mABHD4 FP -7&12, LEDGF integ inh 6&2, TCR CD3 inh -7&4 and PG9 binder 0.1&-0.4.
Screening COc1cccc(-c2nn(-c3ccc(C)cc3)cc2C(=O)N2CCc3cc(OC)c(OC)cc3C2)c1 returned UHRF1 MBD2 ctr -3, TDP2 inh -1, SIAE inh -12, HTRA1 inh -38, DDE Tn7 FP inh -7, PRMT1 inh -2, mABHD4 FP -4, LEDGF integ inh 2, TCR CD3 inh 7 and PG9 binder -1.0.
`CC1(C(=O)Nc2cccc(C#N)c2)CCN1C(=O)Cc1ccc(-c2ccccc2)cc1` (centres undefined) gave UHRF1 MBD2 ctr -2, TDP2 inh 3, SIAE inh -6, DDE Tn7 FP inh 7, PRMT1 inh 1, mABHD4 FP -9, LEDGF integ inh 0, TCR CD3 inh 5 and PG9 binder -0.7.
For O=C(CCCOc1ccccc1)Nc1cccc(C(=O)O)c1 the results were UHRF1 MBD2 ctr 5, TDP2 inh -13, SIAE inh 8, HTRA1 inh 0, DDE Tn7 FP inh 1, PRMT1 inh 3, mABHD4 FP 6, LEDGF integ inh 1, TCR CD3 inh 5 and PG9 binder 0.1.
`CC(C)CN(C(=O)COC(=O)c1cccc2ccccc12)c1c(N)n(Cc2ccccc2)c(=O)[nH]c1=O` gave UHRF1 MBD2 ctr -1, TDP2 inh -5, SIAE inh 0, HTRA1 inh 0, DDE Tn7 FP inh -4, PRMT1 inh 2, mABHD4 FP 3, LEDGF integ inh -1, TCR CD3 inh -5 and PG9 binder -0.8.
CN(C)NC1CC(=O)N(c2ccccc2)C1=O (centres undefined) was read as UHRF1 MBD2 ctr -3, TDP2 inh 1, SIAE inh -8, HTRA1 inh 1, DDE Tn7 FP inh 2, PRMT1 inh -5, mABHD4 FP 3, LEDGF integ inh 1, TCR CD3 inh 5 and PG9 binder -0.3.
For O=C(CN(Cc1ccco1)C(=O)CNS(=O)(=O)c1ccccc1)NCc1ccc(F)cc1 the results were UHRF1 MBD2 ctr 1, TDP2 inh -18, SIAE inh -5, HTRA1 inh 4, DDE Tn7 FP inh 8, PRMT1 inh 4, mABHD4 FP -4, LEDGF integ inh -4, TCR CD3 inh 1 and PG9 binder 1.1.
O=C(CSc1ccc(-c2cccs2)nn1)Nc1ccccc1 was read as UHRF1 MBD2 ctr -1, TDP2 inh 12, SIAE inh -3, HTRA1 inh -2, DDE Tn7 FP inh -1, PRMT1 inh 1, mABHD4 FP -1, LEDGF integ inh -4, TCR CD3 inh -3 and PG9 binder -0.2.
Screening Cc1noc(C)c1NC(=O)Nc1cccc2c1O[C@H](CN(C)C(=O)Nc1ccc(C(F)(F)F)cc1)[C@@H](C)CN([C@H](C)CO)C2=O returned UHRF1 MBD2 ctr 0, TDP2 inh -4, SIAE inh -1, HTRA1 inh -9, DDE Tn7 FP inh -1, PRMT1 inh 0, mABHD4 FP 8, LEDGF integ inh 2, TCR CD3 inh 0 and PG9 binder 0.0.
For O=C(Cc1ccc(Br)cc1)Nc1cccc(-c2cn3c(n2)SCC3)c1 the results were UHRF1 MBD2 ctr 0, TDP2 inh -5, SIAE inh -6, HTRA1 inh -31, DDE Tn7 FP inh 3, PRMT1 inh 5, mABHD4 FP -17, LEDGF integ inh -2, TCR CD3 inh 10 and PG9 binder 0.8.
Screening COC(=O)c1ccccc1NC(=O)CSc1nc2ccsc2c(=O)n1CCCCC(=O)O returned UHRF1 MBD2 ctr 0, TDP2 inh -5, SIAE inh -2, HTRA1 inh -3, DDE Tn7 FP inh -5, PRMT1 inh -4, mABHD4 FP 4, LEDGF integ inh 9, TCR CD3 inh -3 and PG9 binder -3.6.
COc1ccc(NC(=O)c2ccccc2NC(=O)CSc2ccc(C)cc2)cc1 was read as UHRF1 MBD2 ctr -1, TDP2 inh 6, SIAE inh 2, HTRA1 inh -4, DDE Tn7 FP inh 3, PRMT1 inh 0, mABHD4 FP -13, LEDGF integ inh -3, TCR CD3 inh 2 and PG9 binder 0.9.
